# IDE act: activators of human insulin-degrading enzyme in cells. HEK cells, FAbeta-B cleavage, fluorescence polarization; 0% vehicle, 100% cell-free pure enzyme wells. activation, % at 5.96 µM. 340,000 compounds, 0.073% hits. AID 493087;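 active means activation above the mean of all tested compounds plus 3 SD, set per screening campaign, cut at about 17% in these data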
# IDE inh: inhibitors of human insulin-degrading enzyme in cells. 320,000 compounds, 0.41% hits. inhibition, % at 5.59 µM. HEK cells, FAbetaB cleavage, fluorescence polarization. AID 434962;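 active means percent inhibition above the average of all tested compounds plus 3 SD, set per screening campaign, cut at about 16% in these data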;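 further: IDE supplied by intact live HEK cells; FP after avidin binding of uncleaved biotin substrate so inhibition keeps polarization high; 0% = DMSO wells and 100% = 60 µM reference IDE inhibitor Ii1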
# VIM-2 inh: inhibitors of Pseudomonas aeruginosa VIM-2 metallo-beta-lactamase; inhibition, % at 5.6 µM; 290,000 compounds, 0.89% hits; purified VIM-2, nitrocefin hydrolysis, epi-absorbance fluorescence; AID 1527;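 active means inhibition above the mean of all tested compounds plus 3 SD, cutoff set per screening run, cut at about 7.5% in these data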;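 further: red hydrolysis product quenches plate fluorescence so inhibitors raise well fluorescence; 0% = enzyme with DMSO and 100% = DMSO without enzyme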
# GalR3 antag: human GalR3 antagonism | O60755 | 360,000 compounds, 0.44% hits | HEK293 GalR3-CNG cAMP membrane potential fluorescence; galR3 body fused to GalR1 C-terminus | inhibition, % at 3 µM | AID 651719;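 active means inhibition above the screen-wide average plus 3 SD, cut at about 13% in these data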;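 further: forskolin and galanin both at EC90 stimulate the cells; cAMP rise reported by CNG channel membrane potential dye signal; 0% = forskolin plus galanin with DMSO and 100% = forskolin alone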
# Target sequence (O60755 1-299 limits assumed): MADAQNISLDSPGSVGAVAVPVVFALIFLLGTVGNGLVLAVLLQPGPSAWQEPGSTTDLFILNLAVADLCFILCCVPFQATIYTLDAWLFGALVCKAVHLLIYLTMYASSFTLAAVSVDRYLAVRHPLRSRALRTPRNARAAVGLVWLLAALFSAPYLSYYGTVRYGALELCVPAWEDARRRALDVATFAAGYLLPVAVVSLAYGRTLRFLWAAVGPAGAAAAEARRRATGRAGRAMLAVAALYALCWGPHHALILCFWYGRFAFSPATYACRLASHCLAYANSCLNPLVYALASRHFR
# UBC9 SUMO inh: blocks human SUMOylation mediated by UBC9; inhibition, % at 35 µM; 290,000 compounds, 0.36% hits; AID 2006; P63279; HTRF SUMOylation assay, SAE1/SAE2 + UBC9, in vitro; in the data active means inhibition above about 50%, passing the limit was not always enough; further: strong numbers were not always called active
# Target sequence (P63279 whole entry, looked up): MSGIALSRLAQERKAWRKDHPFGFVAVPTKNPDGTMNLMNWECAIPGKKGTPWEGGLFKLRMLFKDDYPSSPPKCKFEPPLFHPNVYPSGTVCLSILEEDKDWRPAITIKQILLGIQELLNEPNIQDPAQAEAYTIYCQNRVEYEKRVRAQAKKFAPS
# CRFR2-BP antag: CRF-BP/CRF-R2 complex antagonism. HEK293 CRF-R2/CRF-BP, CRF-induced calcium fluorescence. inhibition, % at 11.8 µM. 350,000 compounds, 0.59% hits. AID 588475;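 active means inhibition of the ligand-induced calcium signal above about 50% at the single tested concentration, limit read from the data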
# pCIP destab: lowers stability of the mouse p/CIP coactivator protein | Q05BA5 | F442A p/CIP-EGFP cells, EGFP fluorescence, 16 h | decrease of EGFP signal, % at 10 µM | 290,000 compounds, 0.01% hits | AID 1984;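 active means EGFP signal decrease of at least 30% at 10 µM or well 3 SD below plate mean, unless failing retest; inactive means the rest, including hits failing retest or dose response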; further: some compounds called inactive have numbers as strong as hits; many of its hits are not listed in these tables
# HCV NS3 hel inh: blocks Hepatitis C virus NS3 helicase unwinding; NS3 helicase DNA unwinding, Cy5 molecular beacon fluorescence; inhibition, % at 10.9 µM; 290,000 compounds, 0.56% hits; AID 1800;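 active means inhibition above the mean of all tested compounds plus 3 SD, set per campaign, cut at about 35% in these data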;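 further: 0% = DMSO wells and 100% = thioflavine S control wells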
#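 System: NS3 helicase fragment of HCV / Schedule: 1 h at 25 °C / Control set: DMSO alone as 0% and 110 µM thioflavine S as 100% / Reagent: Cy5/quencher beacon DNA duplex and ATP to start / Technique: Cy5 fluorescence / Replication: singlicate / Evaluation: % inhibition of end-to-start signal ratio versus controls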
# IMP-1 inh: blocks Pseudomonas aeruginosa IMP-1 metallo-beta-lactamase; inhibition, % at 5.6 µM; 290,000 compounds, 0.45% hits; AID 1556; purified IMP-1, nitrocefin hydrolysis, epi-absorbance fluorescence;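 active means inhibition above the mean plus 3 SD of all compounds in the same screening run, cut at about 4.5% in these data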;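 further: 0% = IMP-1 with DMSO and 100% = DMSO wells lacking enzyme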
#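 Material – recombinant IMP-1 enzyme, purified · Amount – IMP-1 0.2 nM before substrate addition · Medium – HEPES buffer pH 7.1 with ZnSO4 and Brij 35 · Timing – 25 °C, 15 min preincubation, 25 min reaction · Measured by – plate fluorescence quenching by hydrolysis product, ex 480/em 530 nm · Read-out – percent enzyme inhibition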
# * = called active by the depositor; / = not tested or not shown; & = joins results of further samples. An excerpt; rates above refer to the full screens.
SMILES	IDE act	IDE inh	VIM-2 inh	GalR3 antag	UBC9 SUMO inh	CRFR2-BP antag	pCIP destab	HCV NS3 hel inh	IMP-1 inh
COc1ccccc1CN1CCN(C(=O)COc2ccccc2)CC1	-1	5	-3.1	-1	6	-25	-14	1	-6.3
CCOC(=O)C1C2c3ccccc3O[C@@]1(C)N=C1SCC(=O)N12 (some centres not stated)	3	3	-0.9	-2	-7	19	-5	-13	-1.9
COc1ccc(Oc2c(C)oc3cc(OC(=O)N(C)C)ccc3c2=O)cc1	3	0	-2.6	-9	13	3	-11	0	-1.1
CC1=C(C(=O)Nc2ccccc2)S(=O)(=O)CCO1	7	-2	-1.8	-4	1	-13	-5	-5	-2.8
Cc1c2cnn(CC(=O)N3CCC4(CC3)OCCO4)c(=O)c2c(C)n1Cc1ccccc1Cl	2	0	0.2	-6	-8	46	-5	1	-1.3
CC(Cc1ccccc1)NC(=O)/C=C/c1ccc(Cl)cc1 (configuration not stated)	-1	3	-1.8	-3	-6	16	-14	-5	-0.2
COc1ccc(OC)c(-n2c(O)c(/C=C3\C=Nc4ccccc43)c(=O)[nH]c2=O)c1	2	6	-3.8	-7	19	-17	-15	13	-4.1
COC(=O)C1=C(c2c(C)noc2C)C[C@@H]2CC[C@H]1N2C(=O)NCCOc1ccc(OC)cc1	7	3	/	-4	/	9	/	/	/
N#Cc1c(/N=C/c2c(O)n(Cc3ccco3)c(=O)[nH]c2=O)sc2c1CCCC2	-27	9	-1.9	-5	20	4	-26	26	-0.7
Cc1cccc(N2C(=O)NC(=O)/C(=C\c3cnn(-c4ccccc4)c3)C2=O)c1	3	-2	0.8	2	-3	-47	1	8	-1.4
N#Cc1ccccc1Cn1cc(C(=O)c2cccs2)c2ccccc21	7	0	-6.4	2	-9	-23	-10	-6	-4.6
COc1ccc(CC(C)NCCC(c2ccccc2)c2ccccc2)cc1 (configuration not stated)	3	3	-2.6	-15	-15	-15	-3	-47	-2.3
c1ccc(C2CN3CCC2CC3)cc1 (configuration not stated)	/	6	-1.3	-3	8	7	0	3	-2.1
COc1ccc(NC(c2ccccc2F)P(=O)(Oc2ccccc2)Oc2ccccc2)cc1 (configuration not stated)	-1	-1	-1.0	-7	-20	2	2	10	-4.0
Cc1ccccc1NC(=S)NC(NC(=O)CF)C(Cl)(Cl)Cl (configuration not stated)	0	0	-3.9	-3	-12	16	-16	1	-2.0
COC(=O)C1=C(c2ccc(OCc3ccccc3)cc2)C[C@@H]2CC[C@H]1N2C(=O)NCc1cccc(C(F)(F)F)c1	7	6	/	-4	/	0	/	/	/
Oc1ccc2ccccc2c1CN1CC=C(c2ccccc2)CC1	-2	2	-1.1	5	-5	-3	-3	-6	-2.9
O=c1c2ccccc2nc(-c2ccco2)n1-c1nccs1	-3	3	-4.3	-9	13	4	3	3	-3.7
Cc1cc(C(=O)OCC(=O)Nc2cccc(F)c2)c(C)n1C1CC1	3	-5	/	-4	/	0	/	/	/
OC(c1ccncc1)(c1ccc(F)cc1)c1ccc(F)cc1	0	4	-0.9	2	-3	-10	-11	-4	-1.3
COc1ccc(-c2nc3ccccc3c(=O)n2-c2nccs2)cc1	1	-11	2.2	-6	8	43	-4	1	0.1
COc1ccccc1[As](=O)(O)CC(O)COc1ccc(Cl)cc1Cl (configuration not stated)	/	9	3.2	-9	9	/	1	4	-0.8
O=C(CN1CCOCC1)Nc1ccc(Br)cc1C(=O)c1ccccc1	6	0	-1.3	-6	-11	-4	-14	7	-1.2
c1ccc(CN2CCN(Cc3ccc4c(c3)OCCO4)CC2)cc1	2	4	-3.3	-3	4	19	-9	-6	-3.0
CCN(CC)CCO	-3	-3	/	-1	/	-8	/	/	/
CC(=NC1CCN(Cc2ccccc2)CC1)c1c(O)n(C)c(=O)n(C)c1=O	2	6	1.1	-1	-19	17	-7	4	-1.7
CC(C)CCN1CCN(Cc2c(F)cccc2Cl)CC1CCO (configuration not stated)	0	3	1.3	-2	4	3	-8	-7	-3.4
C[C@]12CCC3C(CC[C@H]4C[C@@H](O)CC[C@]34C)C1CC[C@@H]2OC(=O)[C@H](N)CCCCN (some centres not stated)	3	1	/	-6	/	-27	/	/	/
CCOP(=O)(Cc1ccc(C(=O)CC)o1)OCC	1	1	-2.0	-2	6	9	-9	2	-3.2
COc1cc(OC)c(OC)cc1/C=C1\C(=O)NC(=O)N(Cc2ccccc2)C1=O	2	6	-2.1	-3	12	-6	3	7	-0.9
Oc1ccccc1CN(CCc1ccccc1)Cc1ccccc1	3	1	-3.4	-12	2	3	-9	-6	-3.6
COc1ccc(Cn2c(N)c(C(=O)NCc3ccco3)c3nc4ccccc4nc32)cc1OC	-3	0	4.7	1	100*	-25	-26	19	1.6
C=CCn1c(O)c(C(C)=NC2CCN(Cc3ccccc3)CC2)c(=O)[nH]c1=O	/	-2	8.7*	-6	-6	-14	5	-4	-2.9
CCN(CC)CCN=Cc1c(O)n(CCc2ccccc2)c(=O)[nH]c1=O	4	2	-1.4	-4	4	7	-2	-6	-1.4
CN1CCN(c2cc(N3CCCC3)c([N+](=O)[O-])cc2F)CC1	5	2	-5.0	-6	24	-8	6	-2	-2.6
COc1cc(/C=C/c2nc3ccccc3c(=O)n2-c2cccc(O)c2)ccc1O	-114	65*	-0.7	-5	51*	-14	-56	20	-1.5
CCCCCCC(=O)N/N=C/c1c(O)n(C2CC2)c(=S)[nH]c1=O	8	9	-3.7	-2	-23	-7	-1	12	-4.1
CC(=O)c1ccc(OC(NC(=O)c2ccco2)C(Cl)(Cl)Cl)cc1 (configuration not stated)	2	-4	-7.7	-7	13	5	-7	6	-3.2
CN1CCN(c2cc(N3CCCCCC3)c(F)cc2[N+](=O)[O-])CC1	6	-1	-2.2	2	-7	-35	1	-20	-1.3
CN1CC=C(c2c[nH]c3ccccc23)CC1	3	1	-0.6	/	-6	-41	5	15	-1.7
Cc1c(N=Cc2c(O)n(Cc3ccc(F)cc3)c(=O)[nH]c2=O)c(=O)n(-c2ccccc2)n1C	-3	0	-1.0	10	3	-7	2	-3	-0.9
COC(=O)C1=C(c2cccc(OC)c2OC)C[C@@H]2CC[C@H]1N2C(=O)NCc1ccc(C(F)(F)F)cc1	0	-1	/	-8	/	0	/	/	/
O=C1CN=C(c2ccccc2)c2cc(Br)ccc2N1Cc1cc(=O)n2ccccc2n1	-5	6	-1.8	-2	18	-1	-6	-3	-3.0
C[C@@]12N[C@@H](Cc3ccccc31)c1ccccc12	3&-4	-2	/	-2	/	28&2	/	/	/
COc1cccc(N2C(=O)/C(=C/c3ccc(C)o3)C(=O)NC2=S)c1	1	5	-1.2	-8	23	-2	-13	36*	2.7
COc1ccc2ccccc2c1CNCCc1ccccc1	7	1	-2.4	-13	-6	1	8	-25	0.8
FC(F)(F)c1cccc(NC2=NCCCS2)c1	2	1	-0.6	-10	4	-14	0	0	-6.2
CN1CCN(c2ccc(C(N)=O)cc2[N+](=O)[O-])CC1	-2	0	-6.0	-3	12	6	7	-9	-0.7
CC(C)c1onc(C(=O)N2CCC3(CC2)OCCO3)c1[N+](=O)[O-]	5	0	-4.3	-4	17	-5	-3	7	-2.7
COC(=O)C1=C(c2cccc(OCc3ccccc3)c2)C[C@@H]2CC[C@H]1N2C(=O)NCc1ccc(Br)cc1	3	5	/	-7	/	-2	/	/	/

# Next entries.
SMILES	IDE act	IDE inh	VIM-2 inh	GalR3 antag	UBC9 SUMO inh	CRFR2-BP antag	pCIP destab	HCV NS3 hel inh	IMP-1 inh
COc1cc(OC)c(OC)cc1CNCCc1ccc2c(c1)OCO2	-3	6	-2.5	-8	-9	8	7	-4	-1.8
Nc1cc(C(=O)Nc2ccc(Cl)cc2)ccc1N1CC2CC(C1)c1cccc(=O)n1C2 (configuration not stated)	-4	3	-1.4	-6	10	1	7	-9	-0.9
C#CC1(O)CCC2C3CCC4=C/C(=N/OCC(=O)NCC(=O)NC(C(=O)O)C(C)C)CC[C@]4(C)C3CC[C@@]21C (some centres not stated)	6	/	-1.2	-9	-6	-1	-15	1	-1.6
Cn1c(=O)cc(OCC(=O)N2CCC3(CC2)OCCO3)c2ccccc21	3	-3	-0.2	-2	-1	17	-3	6	-1.0
CCOC(=O)c1c(N)n(Cc2ccc(OC)cc2)c2nc3ccccc3nc12	/	/	0.9	-6	16	/	-6	-14	-0.9
COc1ccc(-n2nc(C(=O)NCC(=O)N3CCC4(CC3)OCCO4)c3ccccc3c2=O)cc1Cl	-2	-3	-4.5	-10	2	-14	5	-8	-2.6
OCCNCCc1c[nH]c2ccc(OCc3ccccc3)cc12	-2	-3	-1.5	-14	9	-1	-2	-78	-0.9
CSc1nc2ccc(C)cc2c(=O)n1-c1cccnc1	-2	-3	-2.2	-1	-1	18	-2	8	-3.6
CN1C2CCC1C(COC(=O)c1ccccc1)C(O)C2 (configuration not stated)	3	-6	-4.3	-8	-6	0	0	4	-4.3
O=C1CN=C(c2ccc(Br)cc2)c2c(sc3c2CCCC3)N1CCN1CCCCC1	8	10	-3.6	7	-13	-40	-5	-24	-2.1
COC(=O)C1=C(c2ccc(-c3ccccc3)c(F)c2)C[C@@H]2CC[C@H]1N2C(=O)N1CCC(C)CC1	1	1	/	-1	/	15	/	/	/
Cc1ccsc1C(=O)C1CCCN(Cc2ccc(O)cc2)C1 (configuration not stated)	1	5	-4.8	-3	-2	-9	5	-10	-0.7
Cc1ccc2c(c1)=NC(=O)/C(=C/c1c(O)[nH]c(=O)[nH]c1=O)C=2	0	4	-2.4	-1	35	1	-10	11	-1.4
c1cnc(N2CCNCC2)nc1	9	-3	3.0	/	14	1	-13	6	-2.2
CN1CCN(c2ccc([N+](=O)[O-])c(N/N=C3\CN4CCC3CC4)c2)CC1	1	-2	5.2	-6	-9	22	-4	-2	-1.4
COc1ccc(CNC(=O)CCC(=O)N2C[C@H]3C[C@H](C2)c2cccc(=O)n2C3)cc1	5	-1	-3.1	-7	5	2	5	-8	-1.3
Cc1ccsc1C(=O)C1CCCN(Cc2cc(C(C)C)n[nH]2)C1 (configuration not stated)	1	0	0.5	-4	16	1	-2	3	0.0
Cc1ccc(CNCCc2ccccc2F)cc1	-5	-4	-3.1	-5	11	0	-3	-13	-1.3
COC(=O)C1=C(c2ccc(F)cc2OCc2ccccc2)C[C@@H]2CC[C@H]1N2C(=O)NCc1ccc(OC)c(OC)c1	0	3	/	-7	/	4	/	/	/
CCC(C)n1c(O)c(/C=N/N2CCOCC2)c(=O)[nH]c1=S (configuration not stated)	-1	-4	-1.8	-11	-8	-2	-7	19	-3.3
CCN(CC)c1ccc(/C=C2\C(=O)NC(=S)N(C)C2=O)o1	-25	26*	-1.4	1	5	-24	-79	-6	-1.0
